# Screening results (PubChem)
# OXTR ag: agonists of human oxytocin receptor; P30559; CHO-OTR cells, Fluo-8 calcium fluorescence; normalized: DMSO 0%, oxytocin 100%; activation, % at 3 µM; actives 0.32% (n = 320,000);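 active means activation above the mean of all tested compounds plus 3 SD, cutoff set per screening run, cut at about 20% in these data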;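 further: peak over basal fluorescence ratio from a 100 s FLIPR kinetic read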
# VIM-2 inhibitor: blocks Pseudomonas aeruginosa VIM-2 metallo-beta-lactamase | inhibition, % at 5.6 µM | actives 0.89% (n = 290,000) | purified VIM-2, nitrocefin hydrolysis, epi-absorbance fluorescence | AID 1527;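 active means inhibition above the mean of all tested compounds plus 3 SD, cutoff set per screening run, cut at about 7.5% in these data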;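 further: red hydrolysis product quenches plate fluorescence so inhibitors raise well fluorescence; 0% = enzyme with DMSO and 100% = DMSO without enzyme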
# FID counter: fluorescent intercalator displacement, NS3 helicase counter-screen; DNA fluorescent intercalator displacement, fluorescence; inhibition, % at 7.9 µM; actives 0.17% (n = 290,000); AID 1845; in the data active means inhibition above about 37%;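 further: 0% = vehicle and 100% = reference compound; higher means more ethidium bromide displaced from hairpin DNA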
# IMP-1 inhibitor: inhibitors of Pseudomonas aeruginosa IMP-1 metallo-beta-lactamase; purified IMP-1, nitrocefin hydrolysis, epi-absorbance fluorescence; inhibition, % at 5.6 µM; actives 0.45% (n = 290,000); AID 1556;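 active means inhibition above the mean plus 3 SD of all compounds in the same screening run, cut at about 4.5% in these data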;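 further: 0% = IMP-1 with DMSO and 100% = DMSO wells lacking enzyme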
#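 System: purified recombinant IMP-1 beta-lactamase. Medium: Zinc- and detergent-supplemented HEPES buffer, pH 7.1. Compound: one 5.6 µM dose […]. Schedule: 15 min preincubation plus 25 min reaction at 25 °C. Technique: Epi-absorbance fluorescence, 480 nm excitation, 530 nm emission.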
# V1aR counter: activates human V1a receptor in oxytocin agonist counter-screen; AID 2797; actives 0.25% (n = 320,000); activation, % at 3 µM; CHO-V1R cells, Fluo-8 calcium fluorescence, agonist mode; 0% DMSO, 100% 3 nM vasopressin;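 active means activation above the mean activation of all tested compounds plus 3 SD, per screening run, cut at about 20% in these data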;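 further: signal is peak over basal fluorescence ratio across a 100 second FLIPR read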
# Target sequence (P37288 whole entry, looked up): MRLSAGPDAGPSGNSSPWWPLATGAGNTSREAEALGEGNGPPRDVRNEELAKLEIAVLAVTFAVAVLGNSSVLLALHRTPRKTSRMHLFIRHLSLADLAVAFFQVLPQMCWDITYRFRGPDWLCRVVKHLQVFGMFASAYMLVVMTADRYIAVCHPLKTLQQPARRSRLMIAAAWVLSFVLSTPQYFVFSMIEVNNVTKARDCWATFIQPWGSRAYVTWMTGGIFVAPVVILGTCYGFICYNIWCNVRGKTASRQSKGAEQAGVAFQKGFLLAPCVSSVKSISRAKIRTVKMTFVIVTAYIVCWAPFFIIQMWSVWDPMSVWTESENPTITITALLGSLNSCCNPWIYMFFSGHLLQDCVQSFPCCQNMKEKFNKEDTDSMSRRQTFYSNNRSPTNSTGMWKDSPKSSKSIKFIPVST
# GalR3 antagonist: antagonists of human GalR3 | O60755 | HEK293 GalR3-CNG cAMP membrane potential fluorescence; galR3 body fused to GalR1 C-terminus | inhibition, % at 3 µM | actives 0.44% (n = 360,000);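 active means inhibition above the screen-wide average plus 3 SD, cut at about 13% in these data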;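 further: forskolin and galanin both at EC90 stimulate the cells; cAMP rise reported by CNG channel membrane potential dye signal; 0% = forskolin plus galanin with DMSO and 100% = forskolin alone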
# Target sequence (O60755 1-299 limits assumed): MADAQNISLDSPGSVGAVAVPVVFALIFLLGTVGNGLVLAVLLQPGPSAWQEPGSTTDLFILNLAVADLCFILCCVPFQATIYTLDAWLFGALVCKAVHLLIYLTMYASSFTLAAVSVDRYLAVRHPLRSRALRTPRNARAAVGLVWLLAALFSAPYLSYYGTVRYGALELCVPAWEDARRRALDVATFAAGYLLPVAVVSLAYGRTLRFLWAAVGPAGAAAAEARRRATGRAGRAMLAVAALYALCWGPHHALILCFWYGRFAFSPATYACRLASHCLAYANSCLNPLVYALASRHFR
# GPR7 antag: human neuropeptides B/W receptor 1 antagonism. P48145. inhibition, % at 4.4 µM. actives 1.1% (n = 290,000). GPR7-expressing cells, fluorescence antagonist assay; in the data active means inhibition above about 16%, passing the limit was not always enough;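 further: cells stimulated with the agonist NPW; 0% = agonist with vehicle and 100% = vehicle without agonist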
# Target sequence (P48145 whole entry, looked up): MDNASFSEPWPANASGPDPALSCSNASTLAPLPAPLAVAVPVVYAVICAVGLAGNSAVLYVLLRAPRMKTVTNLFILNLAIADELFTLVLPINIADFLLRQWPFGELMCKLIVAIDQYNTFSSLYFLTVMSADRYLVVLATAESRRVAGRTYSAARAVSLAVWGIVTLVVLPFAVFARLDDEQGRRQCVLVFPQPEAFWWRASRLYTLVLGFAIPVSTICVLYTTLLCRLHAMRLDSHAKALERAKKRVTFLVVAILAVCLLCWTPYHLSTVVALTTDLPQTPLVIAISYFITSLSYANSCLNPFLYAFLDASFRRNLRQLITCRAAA
# NS3 helicase inh: inhibitors of Hepatitis C virus NS3 helicase | actives 0.56% (n = 290,000) | NS3 helicase DNA unwinding, Cy5 molecular beacon fluorescence | AID 1800 | inhibition, % at 10.9 µM;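 active means inhibition above the mean of all tested compounds plus 3 SD, set per campaign, cut at about 35% in these data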;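 further: 0% = DMSO wells and 100% = thioflavine S control wells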
#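 Control set: DMSO versus 110 µM thioflavine S; Material: NS3 helicase fragment of HCV; Measured by: Cy5 fluorescence at 0 and 60 min, beacon hairpin quenching; Read-out basis: percent inhibition from t60/t0 fluorescence ratio; Times: reaction time 60 min, 25 °C; Repeats: single replicate; Compound dosing: single dose, 10.9 µM nominal final, DMSO 0.8% final.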
# PHOSPHO1 inh: PHOSPHO1 (human) inhibition; Q8TCT1; recombinant PHOSPHO1, absorbance phosphatase assay; inhibition, % at 13.3 µM; actives 1.1% (n = 290,000); AID 1565; in the data active means inhibition above about 60%
# * = called active by the depositor; . = no result given.
SMILES,OXTR ag,VIM-2 inhibitor,FID counter,IMP-1 inhibitor,V1aR counter,GalR3 antagonist,GPR7 antag,NS3 helicase inh,PHOSPHO1 inh
COc1ccc(Cn2c(SCc3ccccc3C)nc3cc(OC)c(OC)cc3c2=N)cc1,9.3,-1.4,12,-1.4,2.9,-5,-1,-92,38
FC(F)(F)c1cccc(-c2nnc(-c3ccccc3)c(N3CCOCC3)n2)c1,-1.1,-2.7,-9,-1.4,-0.3,-4,-6,1,32
CN(C)c1ccc(C(=O)Nc2ccc(CN3CCS(=O)(=O)CC3)cc2)cc1,0.7,-2.8,-17,-4.3,0.8,0,-5,-8,27
Cc1ccccc1OCCCn1c(CO)nc2ccccc21,0.8,-2.9,-33,-3.8,0.9,-1,-1,3,-10
Cc1cccc(NC(=S)NNC(=O)c2ccccc2OC(F)F)c1,3.1,-5.1,-7,-2.6,1.5,-3,-7,2,72*
C/C(=N\NC(=O)COc1cccc(Cl)c1)c1ccc2c(c1)OCCO2,-0.1,-4.5,-1,-1.6,2.6,-4,-11,1,2
Cc1c(C)c2c(OCC(=O)N3CCC(C(=O)NCC(C)C)CC3)cc3c(c2oc1=O)CCC(C)(C)O3,-0.2,0.4,-18,-3.1,0.0,.,-9,3,27
O=C(Nn1c(SCc2ccc([N+](=O)[O-])cc2)nc2ccccc2c1=O)c1ccc(F)cc1,-1.0,1.0,6,-1.0,2.0,1,-1,-4,-21
Cc1ccc(CNC(=O)CCS(=O)(=O)Cc2ccc(C)cc2)cc1,-1.4,-1.4,-22,-0.8,0.3,-7,-14,19,8
CCN(c1ccc(C)c(C)c1)S(=O)(=O)c1ccc2c(c1)CCN2C(=O)CCC(=O)O,1.0,-1.8,-43,-2.8,-0.8,0,-10,9,11
Cc1ccc2[nH]cc(CCNC(=O)Nc3ccccc3)c2c1,4.8,-0.2,-2,-1.5,1.6,-6,2,0,16
O=C(c1cc2cc(Br)ccc2o1)N1CCCC1,-1.7,-3.8,-11,-2.3,0.9,-5,-12,-3,35
CCCNC(=O)c1c(O)c2cccc3c2n(c1=O)CCC3,.,0.6,-7,-3.5,.,-9,-7,4,.
CCCn1c(NC(=O)c2ccccc2)nc2ccccc21,-2.5,-5.7,-14,-4.1,-1.6,-5,-24,6,15
C=CCN1C(=O)CN=C1NCc1ccccc1,-0.5,-3.0,-2,-2.5,-0.5,-5,-12,1,-5
Cc1ccc(Nc2nc3ccccc3o2)cc1F,-1.6,-3.0,0,-0.8,-0.9,-10,-1,-3,2
Cc1cc(OCC(=O)NC(C)(C)C)ccc1Cl,5.5,-3.0,-1,-1.2,3.7,8,-3,5,-4
COc1ccccc1N1CCN(C(=O)c2sc3nc(-c4ccc(F)cc4)cn3c2C)CC1,2.1,-0.5,-40,-2.1,4.8,.,-7,-23,18
CC1CCC(=NNC(=O)Cc2ccccc2)CC1 (stereo unspecified),-1.1,-4.6,-4,-3.2,0.6,-2,-6,-1,37
O=C(NCc1ccco1)c1cc2sccc2n1Cc1ccc(F)cc1,-1.2,-3.5,-10,-1.4,-0.6,-7,-10,0,1
O=C(CSc1nnc2ccccn12)c1ccc2c(c1)OCCO2,-0.7,3.8,-7,0.0,0.9,1,3,0,26
O=C(Oc1ccc(NC(=O)c2cc3c(cc2Br)OCO3)cc1)c1ccccc1,-0.3,-0.3,-17,-0.8,1.9,2,2,25,7
CC(C)C(NS(=O)(=O)c1cccc2nsnc12)C(=O)N1CCn2c1nc1ccccc12 (stereo unspecified),-0.6,-0.1,-18,-4.9,0.9,1,-6,-1,-7
Cc1ccc(NC(=O)N2CCC(c3nc4c(nnn4Cc4cccc(Cl)c4)c(=O)[nH]3)CC2)cc1,-0.2,-2.2,-14,-4.9,0.5,-4,-13,-5,21
Cc1ccc(C2=CSC3=NNC4(CCCCC4)NN23)cc1,-0.5,-0.5,10,-1.7,-1.0,-1,0,6,-108

# (next part)
SMILES,OXTR ag,VIM-2 inhibitor,FID counter,IMP-1 inhibitor,V1aR counter,GalR3 antagonist,GPR7 antag,NS3 helicase inh,PHOSPHO1 inh
O=C(CC1Sc2ccccc2NC1=O)NNC(=O)Nc1ccc(Cl)cc1 (stereo unspecified),0.1,-0.9,-3,-2.3,0.0,-7,6,15,37
COC(=O)CC1=C(C(=O)OC)C(c2cccc(OCC(N)=O)c2)C(C#N)=C(N)O1 (stereo unspecified),-0.3,1.6,-10,2.2,5.6,-5,-8,-1,36
NS(=O)(=O)c1ccc(NC(=S)N2CCN(c3ccccc3)CC2)cc1,-0.9,-3.9,2,-4.0,2.3,3,-2,14,-12
Cn1cc(SCC(=O)Nc2nc3ccccc3s2)c2ccccc21,0.4,-3.3,-4,-2.4,0.7,-3,-10,10,-7
CC(C1CC1)N(C(=O)NC1CCS(=O)(=O)C1)c1ccccc1 (stereo unspecified),-0.5,-2.8,-3,-3.4,-0.2,-1,-9,3,22
CCOC(=O)CCc1c(C)c(C#N)c2nc3ccccc3n2c1-n1ccnc1C,0.4,-3.5,-4,-0.3,0.2,-5,-9,3,12
Cc1ccc(-n2[nH]c(C)c(C=Nc3ccc(S(=O)(=O)Nc4nc(C)cc(C)n4)cc3)c2=O)c(C)c1,0.3,-1.6,-3,-2.0,0.9,-3,-3,-4,-2
CCCOc1ccc(C(=O)C(CN2CCCC2)c2ccccc2)cc1 (stereo unspecified),-0.3,-2.9,4,-4.4,-0.5,-2,-10,-7,-5
C/C(=N\NC(=S)Nc1cc(S(=O)(=O)N2CCOCC2)ccc1Cl)c1ccc(N2CCOCC2)cc1,-0.3,-1.4,-10,-5.0,2.6,-6,3,-4,-63
CCc1ccc(-c2csc(NC(=O)C3=NN(c4ccccc4)C(=O)CC3)n2)cc1,-0.4,-5.5,-11,-3.4,0.0,-7,-10,10,8
COc1nc(N)nc(CC(=O)C2CC2)n1,0.8,-4.1,0,-2.2,0.7,-2,-6,0,8
Cc1cnc(NS(=O)(=O)c2ccc(Cl)cc2)c(Br)c1,-1.5,-0.3,-5,0.5,-0.3,-3,-5,-4,25
Cc1ccc(S(=O)(=O)NCC(=O)NCc2cc(=O)n(C)c(=O)n2C)cc1C,1.2,0.0,-6,0.1,0.4,-4,0,-3,12
CN(CC(=O)NC1CCCc2ccccc21)S(=O)(=O)c1ccc2c(c1)c(=O)n(C)c(=O)n2C (stereo unspecified),-0.8,-4.4,-5,-6.3,0.5,2,-13,0,-7
CCc1ccc(C(=O)NNc2cc(Cl)ccc2Cl)cc1,-3.0,-2.3,-15,-2.1,-1.1,-5,-8,1,10
CC(=O)c1c(N2CCN(c3ccc(F)cc3)CC2)nc(=S)n(-c2ccccc2)c1C,-2.6,-0.6,-24,-2.0,-0.4,0,-7,3,2
O=C(CSc1cn(CCNC(=O)c2cccs2)c2ccccc12)NC1CCCCC1,-1.2,1.9,-21,0.0,2.8,.,4,-10,-30
Nn1c(SCC(=O)N2CCOCC2)nnc1-c1ccc(Cl)cc1Cl,0.2,-1.4,-3,-3.7,0.9,-3,-9,-13,3
OC(COc1ccc(Cl)cc1)CN1CCN(c2cccc(Cl)c2)CC1 (stereo unspecified),3.4,-0.6,2,-2.2,5.2,-10,-10,-44,28
CCCN(CCC)C(=O)CSc1ncccc1C(=O)O,0.3,-1.3,4,-0.6,-0.6,1,-5,-2,-6
CCCc1cc(=O)oc2cc(C)cc(OC(C)C(=O)N[C@@H](Cc3c[nH]c4ccccc34)C(=O)O)c12 (stereo partly specified),-0.8,3.2,-18,-1.7,0.0,.,0,17,29
NC(=O)N/N=C/c1ccccc1OC(=O)c1cc2ccccc2oc1=O,0.1,0.0,-27,-1.3,2.0,1,5,-12,-13
Cc1ccccc1N1CCN(Cc2nc(Cc3ccccc3F)no2)CC1,-0.4,-2.9,-30,-1.1,-1.2,-4,-11,-12,12
CN(CC(=O)Nc1cc([N+](=O)[O-])ccc1Cl)Cc1ccc(Br)cc1,-2.7,-3.2,6,-3.5,0.3,2,1,-31,-24
COc1cc(NS(=O)(=O)c2ccc3[nH]c(=O)[nH]c3c2)cc(OC)c1,.,-0.3,0,0.2,.,7,-3,8,.

# Next section, overlapping the part above by two compounds.
SMILES,OXTR ag,VIM-2 inhibitor,FID counter,IMP-1 inhibitor,V1aR counter,GalR3 antagonist,GPR7 antag,NS3 helicase inh,PHOSPHO1 inh
CN(CC(=O)Nc1cc([N+](=O)[O-])ccc1Cl)Cc1ccc(Br)cc1,-2.7,-3.2,6,-3.5,0.3,2,1,-31,-24
COc1cc(NS(=O)(=O)c2ccc3[nH]c(=O)[nH]c3c2)cc(OC)c1,.,-0.3,0,0.2,.,7,-3,8,.
C/C(=N\NC(=O)c1nc(C)cc(C)n1)c1ccccc1,0.6,1.3,-4,-2.4,1.7,-1,0,-2,3
CCOc1ccc2nc(SCC(=O)NCC3CCCO3)c(C#N)cc2c1 (stereo unspecified),0.1,-0.8,-21,-0.7,-0.3,-7,-6,-5,26
COCCC(=O)N1CCC(Oc2ccc(C(=O)NCc3cccc(C)n3)cc2)CC1,-0.3,-0.4,-36,0.1,3.2,-1,-9,-2,41
O=C(Nc1ccccc1F)C1CCCN(S(=O)(=O)c2ccccc2)C1 (stereo unspecified),1.5,-3.1,-4,-2.7,2.8,2,-9,0,38
CSc1nc(=S)n(-c2ccc([N+](=O)[O-])cc2)c(C)c1C(C)=O,-0.2,1.1,0,1.7,0.0,-8,0,14,14
CCOC(=O)c1cc(NC(=O)c2ccccc2)c(=O)oc1C(F)(F)F,.,-2.7,0,-3.1,.,-9,-8,-23,-13
COc1ccc(CCCc2nnc(SCC(=O)NN)o2)c(C)c1,-1.7,-1.2,-24,-2.5,-0.4,-11,-5,-4,16
Cn1c(NN)nc2sc3c(c2c1=O)CCC3,0.5,0.4,-4,-3.4,0.3,-2,10,16,36
COCCn1c(CCC(=O)O)nc2c1c(=O)[nH]c(=O)n2CC(C)C,0.4,-1.1,2,-1.4,-0.2,-2,-6,-2,-24
CCSc1sccc1C1C(C#N)=C(N)N(c2cccnc2)C2=C1C(=O)CCC2 (stereo unspecified),2.7,0.2,-8,-1.9,4.0,1,-9,0,20
CCOc1ccc(NC(=O)c2cc(S(=O)(=O)N3CCOCC3)cs2)cc1,1.2,-1.4,-16,-1.6,4.7,-5,-10,-5,31
Cc1ccc2c(CC(=O)OCc3nc(N)nc(Nc4ccccc4C)n3)coc2c1,-1.5,-3.1,-21,-2.7,-0.1,-9,-5,-22,-5
O=C(CNC(=O)c1cccc(F)c1)OCC(=O)N1CCN(C(=O)c2ccco2)CC1,1.5,-0.4,-3,-0.1,0.2,-7,-9,11,39
C[C@H](NC(=O)Nc1ccc2c(c1)OCCO2)C(=O)O,0.9,-3.3,0,-3.1,-0.2,-6,5,2,7
O=C1/C(=C/c2ccccc2)N=C(N2CCOCC2)N1c1cccc(Cl)c1,26*,-0.9,-6,-3.8,6.8,1,-13,-6,-3
CCN1CCCC(Sc2nc3c([nH]2)c(=S)n(C)c(=O)n3C)C1 (stereo unspecified),-0.4,-0.7,-2,-5.2,4.1,-8,-12,-2,20
